# High-throughput results as filed in PubChem.
# Hck Nef HTS: human Hck-Nef kinase inhibition | AID 463187 | inhibition, % at 20 µM | Recombinant Hck-YEEI plus Nef, Z-Lyte FRET kinase assay | hit rate 0.68% among 220,000 | P08631;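 active = Hck-Nef kinase inhibition above about 50%, limit read from the data; inactive = inhibition below that limit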;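 also: 0% = DMSO with Hck plus Nef and 100% = Hck alone without Nef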
# Target sequence (P08631 whole entry, looked up): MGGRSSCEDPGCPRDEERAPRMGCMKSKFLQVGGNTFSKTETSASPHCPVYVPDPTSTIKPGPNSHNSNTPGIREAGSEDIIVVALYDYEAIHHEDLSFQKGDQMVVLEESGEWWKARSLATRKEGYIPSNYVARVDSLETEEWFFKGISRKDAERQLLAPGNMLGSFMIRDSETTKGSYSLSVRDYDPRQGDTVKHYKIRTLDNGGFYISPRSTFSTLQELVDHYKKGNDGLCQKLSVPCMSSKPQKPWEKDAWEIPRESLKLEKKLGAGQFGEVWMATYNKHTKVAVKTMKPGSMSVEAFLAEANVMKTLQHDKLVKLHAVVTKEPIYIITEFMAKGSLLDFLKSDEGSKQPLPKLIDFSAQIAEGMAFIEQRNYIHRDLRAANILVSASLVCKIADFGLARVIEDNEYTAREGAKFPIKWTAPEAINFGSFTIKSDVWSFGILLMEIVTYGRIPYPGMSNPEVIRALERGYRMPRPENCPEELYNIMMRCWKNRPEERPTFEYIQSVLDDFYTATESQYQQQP
# Runt-CBFb FRET: inhibitors of human RUNX1 Runt domain binding to CBFb | Q01196+Q13951 | Cerulean-Runt/Venus-CBFb FRET ratio 530/480, 1 h | inhibition, % at 20 µM | hit rate 0.46% among 220,000;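 active = inhibition over about 50% at 20 µM in the single-dose screen, limit read from the data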;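 also: 0% = DMSO wells and 100% = excess unlabeled CBFb competitor control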
#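 System: Cerulean-labeled Runt domain protein | Quantity: 100 nM of each labeled protein | Schedule: 1 h compound exposure, room temperature | Detection: Fluorescence energy transfer, 422 nm excitation, 530/480 nm emission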
# L929 necroptosis: blocks zVAD induced death of L929 cells; L929 zVAD necroptosis rescue, ATP luminescence, 24 h; with zVAD 60 µM; viability rescue, % at 10 µM; hit rate 0.38% among 220,000;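 active = activation, scaled between plate controls, above about 75%, limit read from the data; inactive = activation under that limit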;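 also: 0% = zVAD with DMSO and 100% = DMSO alone without zVAD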
# Runt-SMMHC FRET: inhibitors of human RUNX1 Runt domain binding to CBFb-SMMHC. Q01196+Q13951. inhibition, % at 20 µM. Cerulean-Runt/Venus-CBFb-SMMHC FRET ratio 530/480, 1 h. hit rate 0.74% among 220,000;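 active = mean inhibition across duplicate retests at 20 µM reaching about 50%, limit read from the data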;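 also: 0% = DMSO wells and 100% = wells with excess untagged CBFb-SMMHC; inhibitors lower the FRET ratio by blocking Runt binding to CBFb-SMMHC; some results filed as inactive read as strong as hits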
# TNF necrop inh: blocks TNF-alpha induced death of Jurkat FADD-/- cells. activation (protection from cell death), % at 10 µM. hit rate 0.068% among 220,000. AID 463075. Jurkat FADD-/- TNF necroptosis rescue, ATP luminescence, 24 h; 0 = TNF only, 100 = no-TNF cells;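 active = activation, meaning protection from cell death, of at least 50% relative to plate controls; inactive = activation below 50%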;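 also: necroptosis triggered by 40 ng/mL TNF-alpha added together with compound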
# PERK inh: inhibitors of human PERK kinase | Q9NZJ5 | CHO PERK-DD fusion, SEAP luminescence translation reporter | inhibition, % at 5.6 µM | hit rate 0.17% among 220,000;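 active = inhibition above the mean inhibition of all tested compounds plus 3 SD, set separately per screening campaign, cut at about 2.9% in these data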;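 also: PERK kinase domain activated by AP20187 dimerizer at 100 nM; 0% = DMSO with dimerizer and 100% = rapamycin at 8.4 µM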
# RBBP9 inhibitor: human RBBP9 hydrolase inhibition. inhibition, % at 7.94 µM. hit rate 0.2% among 220,000. O75884. recombinant RBBP9, FP-Rh probe fluorescence polarization. AID 1515;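 active = inhibition above the campaign mean of all tested compounds plus 3 SD, cut at about 14% in these data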;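 also: plate controls were DMSO wells with RBBP9 for no effect and wells lacking RBBP9 protein for full effect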
# Target sequence (O75884 whole entry, looked up): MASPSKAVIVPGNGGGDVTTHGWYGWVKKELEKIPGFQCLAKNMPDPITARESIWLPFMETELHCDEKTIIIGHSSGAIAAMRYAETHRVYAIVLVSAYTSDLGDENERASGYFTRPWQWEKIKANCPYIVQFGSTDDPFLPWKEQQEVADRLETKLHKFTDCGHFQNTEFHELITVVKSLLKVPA
#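 System: RBBP9 protein | Quantity: 2.5 µM RBBP9 dispensing solution, before mixing | Reagent: FP-Rh probe, 375 nM dispensing solution | Timing: Enzyme-compound preincubation 30 min, then probe labeling 45 min, 25 °C | Measured by: Fluorescence polarization | Read-out: % inhibition | Replication: One well per compound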
# EP2 mod: EP2 receptor (human) modulation; induction, % at 25 µM; P43116; EP2-expressing cells, cAMP HTRF FRET, PGE2 co-stimulation; hit rate 0.83% among 260,000; AID 940;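 active = compounds whose cAMP rise, as percent of the full-agonist control response, exceeds 60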;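 also: rat C6 glioma line stably carrying human EP2 under a CMV promoter; the protocol text gives 20 µM as final concentration; 100% = response of wells given 1 µM PGE2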
# Target sequence (P43116 whole entry, looked up): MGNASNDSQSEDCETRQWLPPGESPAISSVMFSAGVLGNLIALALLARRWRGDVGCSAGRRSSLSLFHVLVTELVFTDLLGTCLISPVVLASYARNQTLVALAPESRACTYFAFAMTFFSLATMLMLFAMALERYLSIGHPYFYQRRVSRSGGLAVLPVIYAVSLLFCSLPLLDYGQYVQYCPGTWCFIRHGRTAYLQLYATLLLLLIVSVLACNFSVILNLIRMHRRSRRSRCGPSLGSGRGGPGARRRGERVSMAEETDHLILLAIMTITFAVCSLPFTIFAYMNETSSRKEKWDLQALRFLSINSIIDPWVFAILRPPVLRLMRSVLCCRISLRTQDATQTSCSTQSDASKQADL
# EP2 antag: blocks the human prostaglandin E2 receptor EP2 | AID 1422 | hit rate 0.52% among 260,000 | inhibition, % at 25 µM | P43116 | C6 glioma cells expressing human EP2, cAMP TR-FRET; cells stimulated with saturating PGE2;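 active = percent inhibition above 40 after rounding to a whole number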;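 also: rat C6 glioma host cells with rolipram phosphodiesterase inhibitor present; the protocol text gives 20 µM as final concentration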
# Numbers without * were called inactive; i = inactive; nt = not tested or not shown; & = joins results of further samples. An excerpt; the hit share may differ from the screen's.
SMILES,Hck Nef HTS,Runt-CBFb FRET,L929 necroptosis,Runt-SMMHC FRET,TNF necrop inh,PERK inh,RBBP9 inhibitor,EP2 mod,EP2 antag
O=C(Nc1nnc(-c2cccs2)o1)c1cccc(F)c1,-1,nt,-0.3,nt,-2.5,-0.3,-6,nt,10
COc1ccccc1NC(=O)CSc1nnc(Cc2ccccc2)o1,-6,-2,-0.3,8,-0.2,0.9,-1,-2,7
COc1cc2c(cc1NC(=O)COC(=O)CNC(=O)c1ccccc1)oc1ccccc12,16,-6,3.3,-6,-2.5,1.2,-5,-25,4
CCCN1CCC(=NNc2ccc(S(N)(=O)=O)cc2[N+](=O)[O-])CC1,27,0,0.7,-2,-0.5,1.0,-6,16,9
O=C(NNC(=S)NC(=O)c1ccccc1[N+](=O)[O-])c1ccccc1Cl,6,2,0.7,-1,1.6,0.7,-3,26,2
O=C(OCCN=C1NS(=O)(=O)c2ccccc21)c1ccccc1,0,2,0.8,-4,-0.3,-0.4,-10,1,12
O=C1c2ccccc2-c2ccc(C(=O)N3CCCCC3)cc21,17,2,1.2,-5,-1.1,-0.1,-6,-38,7
CC(=O)C1=C(O)C(=O)N(c2nccs2)C1c1ccccc1F (stereo not drawn),15,8,1.3,-2,2.1,0.9,-4,-11,15
COc1ccc(CN2CC(C(=O)NCCc3ccc(C)cc3)CC2=O)cc1 (stereo not drawn),1,-2,0.4,4,-1.2,1.1,-4,11,3
O=C(COc1ccccc1[N+](=O)[O-])Nc1ccccc1N1CCCC1,21,3,-2.1,2,0.2,-1.1,-12,35,1
Cc1ccc(S(=O)(=O)NCCSc2nnnn2-c2ccccc2)cc1,-7,2,-0.5,0,0.6,-0.1,-6,7,10
CCCOc1ccc(-c2nnn(CC(=O)c3ccc4c(c3)OCCO4)n2)cc1,-1,-2,1.7,0,-1.7,0.5,-5,-32,6
COc1ccc(NC(=O)c2ccc(S(=O)(=O)N3CCOCC3)o2)cc1,2,1,-0.3,1,0.1,0.4,-3,-2,19
Cc1cccc2sc(NC(=O)C3CCCO3)nc12 (stereo not drawn),5,-2,0.7,-5,1.5,-1.1,-10,24&1,6&12
CCOC(=O)C1ON2CCCCC2C1(O)C(F)(F)F (stereo not drawn),-5,2,3.3,-34,0.7,0.9,4,10,2
Nc1ccc2c(c1)C(=O)Cc1ccccc1S2,3,-11,2.5,-18,-0.5,1.5,-5,-14,14
CC(C)Oc1cccc(C(=O)C2CCCN(Cc3ccc4nonc4c3)C2)c1 (stereo not drawn),10,0,-0.8,0,-1.0,0.6,-1,32,1
Cc1cccc(OCc2nnc(SCC(=O)Nc3cccc(C(=O)N4CCOCC4)c3)n2C)c1C,1,-1,0.3,-7,0.5,0.5,6,27,12
O=C(NCCCN1CCN(Cc2ccccc2)CC1)C1CCN(S(=O)(=O)N2CCC3(CC2)OCCO3)CC1,2,-1,0.6,2,0.2,0.1,-4,-6,12
CCOC(=O)c1sc2nc(CC(=O)OC)nc(N(C)CCc3ccccn3)c2c1C,-8,nt,0.0,2,3.0,0.0,-6,-12,7
COc1cc([N+](=O)[O-])ccc1NC(=S)NCc1ccccn1,1,-2,0.6,-1,-0.3,0.0,6,-2,5
COc1ccc(/C=C/C(=O)O/N=C(\N)c2cccnc2)cc1OC,3,0,0.7,-2,0.1,1.9,3,4,1
COc1cc(C)ccc1N(CCCN1C(=O)c2cccc3cccc(c23)C1=O)C(=O)c1cccs1,1,2,-0.1,1,-2.7,0.6,-1,26,7
CC(C)(C)c1cc(C(F)(F)F)nc(SCCCNC(=O)c2ccco2)n1,-2,-5,0.2,0,-1.3,-0.5,-7,39,13
Cc1sc2ncnc(Sc3ccccc3C(=O)Nc3ccc(Br)cc3)c2c1C,3,9,2.5,-3,2.4,0.4,-5,20,6
CCn1c2ccccc2c2cc(NC(=O)N3CCOCC3)ccc21,7,1,0.9,3,-1.2,0.3,-4,-27,13
O=C(Oc1cccc(C(=S)N2CCCCC2)c1)c1ccccc1,-51,1,0.6,0,0.7,1.8,-8,12,7
CCCCNc1ccc(C(CC(N)=O)NC(=O)Cc2ccc(Br)cc2)cc1[N+](=O)[O-] (stereo not drawn),27,-13,0.5,-21,4.7,nt,nt,1,2
CCO/C=C1\C(=O)N(CC)c2ccccc21,17,1,-0.6,-5,-0.4,-0.1,-7,-11,7
O=C1Cc2ccccc2Sc2cc(OCCCN3CCCCC3)ccc21,1,4,-0.8,7,6.5,-0.5,-1,-3,26

# Given field by field: entries from further up
> Cc1cccc(OCc2nnc(SCC(=O)Nc3cccc(C(=O)N4CCOCC4)c3)n2C)c1C
  Hck Nef HTS: 1
  Runt-CBFb FRET: -1
  L929 necroptosis: 0.3
  Runt-SMMHC FRET: -7
  TNF necrop inh: 0.5
  PERK inh: 0.5
  RBBP9 inhibitor: 6
  EP2 mod: 27
  EP2 antag: 12

> CCOC(=O)c1sc2nc(CC(=O)OC)nc(N(C)CCc3ccccn3)c2c1C
  Hck Nef HTS: -8
  Runt-CBFb FRET: nt
  L929 necroptosis: 0.0
  Runt-SMMHC FRET: 2
  TNF necrop inh: 3.0
  PERK inh: 0.0
  RBBP9 inhibitor: -6
  EP2 mod: -12
  EP2 antag: 7

# The list continues.
SMILES,Hck Nef HTS,Runt-CBFb FRET,L929 necroptosis,Runt-SMMHC FRET,TNF necrop inh,PERK inh,RBBP9 inhibitor,EP2 mod,EP2 antag
COC(=O)[C@H](CCSC)NC(=O)Nc1ccc(C(C)C)cc1,-1,-1,0.1,1,0.6,0.5,-1,5,2
CCOc1ccc(C2C(C#N)=C(N)Oc3cc(C)oc(=O)c32)cc1 (stereo not drawn),23,1,0.2,3,-2.2,0.8,-3,1,4
Cc1ccc2nc(Nc3nc(CSc4nc5ccccc5s4)cc(=O)[nH]3)nc(C)c2c1,2,-7,4.6,-7,-3.4,1.2,-9,-5,3
O=C(N[C@@H](Cc1ccccc1)C(=O)OCc1ccccc1)c1nc[nH]c1C(=O)NCc1ccccc1,1,-1,0.5,0,2.2,0.8,-16,46,8
COc1ccc(-c2nc(SC)n(C)c(=O)c2C#N)cc1OC,0,2,27,-6,-5.6,-0.8,2,-4,16
C/C(=N\NC(=O)c1ccc(Br)cc1)C1C(=O)c2ccccc2C1=O,3,1,0.1,-6,-0.6,0.4,-3,-41,nt
Cc1ccc(C(=O)N/C(=C/c2cn(-c3ccccc3)nc2-c2ccccc2)C(=O)O)cc1,2,-2,1.3,-4,-0.6,0.7,-5,23,4
COc1ccc(Cl)cc1NC(=O)CNCC(c1ccccc1)N(C)C (stereo not drawn),20,1,1.0,1,3.1,1.0,-1,-9,3
O=C(CSc1ncn[nH]1)N1CCN(c2nnc(-c3ccccc3)c3ccccc23)CC1,2,-1,1.9,1,-1.9,0.4,-10,11,2
COc1cccc(-c2nc(C(N)=O)c3[nH]c(=O)n(-c4ccccc4)c3n2)c1OC,-1,0,2.3,3,1.5,-0.3,-5,23,11
C=CCN1C(=O)CN=C1Nc1cc(C)cc(C)c1,-1,0,1.1,-2,-1.2,0.7,-3,-5,15
CC(=O)c1sc(NC(=O)C(C)(C)C)nc1C,-20,2,0.6,3,0.2,1.3,5,11&15,11&15
O=C(NCc1ccccc1)c1ccccc1Br,0,1,1.1,1,3.7,-0.5,-10,19,0
CCCCCCCCC(=O)Nc1cc(C)ccc1OC,-13,-2,nt,-1,0.1,1.6,-3,29,14
O=C(C1CCN(CC2CC=CCC2)CC1)N(CCc1ccccc1)Cc1ccccc1 (stereo not drawn),1,-4,0.0,0,0.4,-1.0,-5,10,11
O=C1c2cccc3cc([N+](=O)[O-])cc(c23)C(=O)N1/N=C/c1ccc(O)cc1O,55*,-3,1.8,-20,-3.7,1.9,-1,-21,4
O=c1cc(-c2cccnc2)oc2c1ccc1ccccc12,35,-2,75*,0,-11,0.5,-4,17,4
Cn1c(=O)c2c(c3ccccc31)OC(C)(C)CC2,4,-1,-0.6,3,-1.1,0.2,4,20,8
O=C(COc1ccccc1Br)c1ccc(O)cc1O,1,0,0.0,3,-0.7,0.0,2,1,2
c1ccc2c(-c3cn4ccccc4n3)c[nH]c2c1,16,-1,1.8,-9,-2.7,0.3,-6,-76,15
CCOCCCNCC(=O)Nc1ccc(S(=O)(=O)NC(C)CC)cc1 (stereo not drawn),12,1,-0.7,4,0.6,-0.7,-9,-15,7
Cc1cc(S(=O)(=O)NCC(c2ccccc2)c2ccccc2)ccc1-n1cnnn1,0,3,0.1,-5,0.7,-0.8,-9,-12,6
O=C(CN1C(=O)NC2NC(=O)NC21)N/N=C/c1ccccc1F (stereo not drawn),15,0,0.3,-18,-0.3,0.1,-7,7,3
CCOc1ccc(-c2cn3ccccc3n2)cc1[N+](=O)[O-],4,-1,2.0,-4,0.4,-0.6,-4,-41,6
COc1ccc(C2C(C(C)=O)=C(C)N=c3s/c(=C\c4cc(C)n(C)c4C)c(=O)n32)c(OC)c1 (stereo not drawn),-6,-72,0.0,i,-9.7,-0.6,-5,12,4
O=C(COC(=O)c1ccc(Sc2ccccc2)c([N+](=O)[O-])c1)NC1CCS(=O)(=O)C1 (stereo not drawn),10,-5,-0.7,-2,-1.4,1.4,-7,11,12
COc1ccc(C(=O)c2cc3c(cc2[N+](=O)[O-])OCCO3)cc1,8,2,-0.2,-2,0.7,0.6,2,-23,6
COC(=O)c1c(NC(=O)CSc2nnnn2-c2ccccc2)sc2c1CCC(C)C2 (stereo not drawn),-1,-1,1.0,-1,2.2,0.9,-5,41,11
COCCNC(=O)C(=O)N/N=C/c1ccccc1C(F)(F)F,6,-2,1.1,1,-1.8,0.8,-7,5,13
CCCNC(=S)N1CCN(C(c2ccccc2)c2ccccc2)CC1,9,0,0.9,1,1.5,-0.3,-10,20,0
COc1cc(NS(=O)(=O)c2ccc(NC(=O)CN3C(=O)c4ccccc4C3=O)cc2)nc(OC)n1,22,0,1.8,1,1.0,1.3,-3,42,6
CC(=O)c1cccc(NC(=O)C2CCCN2S(=O)(=O)c2cccc3cccnc23)c1 (stereo not drawn),6,1,0.3,2,-2.7,0.0,6,-15,14
COC(=O)C1=C(C)NC(=O)/C1=C\c1cc(C)n(-c2ccccc2F)c1C,-17,-6,4.8,-47,-1.5,0.2,-13,-2,1
COc1ccc(CCn2nnnc2C(c2ccc(C)cc2)N2CCN(C)CC2)cc1OC (stereo not drawn),0,-2,0.0,1,-3.0,-0.1,-6,-4,12
CCc1nc2ccccc2nc1N1CCN(S(=O)(=O)c2c(C)cc(Cl)cc2C)CC1,-7,1,0.0,-2,-0.3,0.4,-8,-7,2
Cc1ccc(C(=O)NNC(=O)Cc2ccccc2)cc1,-2,2,-0.1,-2,-0.8,1.0,-2,4,6
Cc1ccc(C)n1-n1c(C)nc2scc(-c3cccs3)c2c1=O,2,-3,14,-1,4.2,0.0,4,55,2
O=C(c1c[nH]c(=O)n(-c2ccccc2)c1=O)N1CCc2ccccc21,-2,-3,0.6,3,0.6,-1.1,-11,12,9
